Bioassay records from PubChem BioAssay.
SNCA expr inh = Primary qHTS assay for inhibitors of alpha-synuclein gene (SNCA) expression; HEK-293 SNCA-luciferase knock-in, luminescence, 24 h; Potency, µM (doses to about 57.2 µM), inactives show at the top dose activity change, negative = inhibition, most hits filed as inhibitors; 140,000 compounds, 0.17% hits; AID 1671194, 2021;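 also: potency is read from the fitted curve at half-maximal effect; plate controls were DMSO cells for no effect and cell-free wells for full effect; nearly all actives have a fitted effect of over 45% in size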
GPT2 inhibitor = Primary qHTS assay for inhibitors of Glutamate pyruvate transaminase 2 (GPT2); Potency, µM (top dose mostly 57.7 µM), for the others: top-dose activity change, negative = inhibition, usual class: inhibitors; Recombinant GPT2, coupled pyruvate oxidase/HRP Amplex Red fluorescence; 100,000 compounds, 0.25% hits; Alanine aminotransferase 2 (Homo sapiens), Q8TD30; also: potency is read from the fitted curve at half-maximal effect; nearly all actives have a fitted effect of over 60% in size; many of its hits are not listed in these tables
Target sequence (Q8TD30 whole entry, looked up): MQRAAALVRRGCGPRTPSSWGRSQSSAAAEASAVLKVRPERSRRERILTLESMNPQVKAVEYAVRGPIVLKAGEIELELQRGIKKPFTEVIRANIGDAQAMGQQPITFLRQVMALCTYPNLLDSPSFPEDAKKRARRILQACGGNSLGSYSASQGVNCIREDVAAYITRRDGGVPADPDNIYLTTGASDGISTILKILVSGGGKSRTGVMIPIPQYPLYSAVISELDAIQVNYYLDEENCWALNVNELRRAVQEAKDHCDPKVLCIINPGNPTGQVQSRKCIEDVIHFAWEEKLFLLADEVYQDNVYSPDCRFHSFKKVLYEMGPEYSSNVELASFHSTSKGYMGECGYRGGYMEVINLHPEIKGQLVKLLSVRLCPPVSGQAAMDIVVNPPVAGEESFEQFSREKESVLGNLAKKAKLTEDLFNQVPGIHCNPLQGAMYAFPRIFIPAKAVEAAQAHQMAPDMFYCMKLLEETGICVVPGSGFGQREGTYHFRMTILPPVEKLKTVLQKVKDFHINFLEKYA
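Inhibition is scored from Amplex Red fluorescence generated when pyruvate oxidase and HRP act on pyruvate released by GPT2. Reactions contain 10ng/uL enzyme, 250uM a-KG and 2mM L-alanine and run 30 min at room temperature.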
HEK293 viab = GF-AFC viability counterscreen for inhibitors of alpha-synuclein gene (SNCA) expression; HEK-293-SNCA-luc viability, GF-AFC fluorescence, 24 h; Potency, µM (top dose mostly 57.1 µM), without a hit: at the highest dose activity change, negative = cytotoxicity, usual class: cytotoxic; 150,000 compounds, 0.12% hits;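 also: potency is read from the fitted curve at half-maximal effect; 0% = DMSO-treated cells and -100% = medium-only wells without cells; nearly all actives have a fitted effect of over 30% in size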
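HEK-293-SNCA-luc cells (1500/well) plated 24 h, then exposed 24 h to a dilution series; GF-AFC added 30 min at 37C, fluorescence 405/540 nm; normalised to medium-only and DMSO wells, Hill fit.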
IP6K1 inhibitor = Primary qHTS assay for small molecule inhibitors of Inositol hexaphosphate kinase 1 (IP6K1); IP6K1 kinase, ADP-Glo luminescence, 2 h; stronger effect = lower value; activity change, % (series mostly up to about 58 µM); 140,000 compounds, 0.81% hits; in the data active = activity change below about -25%
Target sequence (Q92551 whole entry, looked up): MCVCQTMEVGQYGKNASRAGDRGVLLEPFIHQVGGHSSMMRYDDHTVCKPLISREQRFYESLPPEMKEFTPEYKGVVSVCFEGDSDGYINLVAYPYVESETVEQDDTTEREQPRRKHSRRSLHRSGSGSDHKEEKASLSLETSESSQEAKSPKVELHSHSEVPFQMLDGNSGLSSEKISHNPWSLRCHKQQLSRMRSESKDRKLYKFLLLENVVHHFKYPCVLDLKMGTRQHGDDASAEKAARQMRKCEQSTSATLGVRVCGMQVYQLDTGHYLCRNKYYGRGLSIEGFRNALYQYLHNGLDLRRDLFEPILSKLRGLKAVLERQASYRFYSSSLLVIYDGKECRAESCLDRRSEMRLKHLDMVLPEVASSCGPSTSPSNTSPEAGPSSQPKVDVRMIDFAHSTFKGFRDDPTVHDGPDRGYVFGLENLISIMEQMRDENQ
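ADP-Glo luminescence measures ADP made by human IP6K1 during a 2 h RT reaction with ATP/IP6 (mix at 1.3 mM/130 uM); top library doses 57.5 and 19.1 uM final.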
HEK293 tox = Cytotoxic Profiling in HEK 293 Cell Line of Diverse Libraries Using Quantitative High-Throughput Screening | HEK 293 viability, ATP luminescence (CellTiter-Glo), 48-72 h | Potency, µM (titrated, usually from 115 µM), for the others: at the top dose activity change, negative = cytotoxicity, usual class: inhibitors | 94,000 compounds, 6.6% hits | AID 1345083, 2018; also: potency is read from the fitted curve at half-maximal effect; nearly all actives have a fitted effect of over 60% in size
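HEK 293 cells at 250 cells/well were exposed to compounds by pintool transfer for 48 or 72 hr at 37 degree Celsius, 5% CO2. Viability was read as ATP-coupled luminescence with CellTiter-Glo after 10 min at room temperature.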
3T3 cytotox = Cytotoxic Profiling in NIH 3T3 Cell Line of Diverse Libraries Using Quantitative High-Throughput Screening; NIH 3T3 viability, CellTiter-Glo ATP luminescence, 48-72 h; Potency, µM (titrated, usually from 96.7 µM), without a hit: top-dose activity change, negative = cytotoxicity, most hits filed as inhibitors; 94,000 compounds, 4.3% hits; also: potency is read from the fitted curve at half-maximal effect; nearly all actives have a fitted effect of over 55% in size
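Mouse fibroblast NIH 3T3 cells, 400 per well, received compound via pintool and were incubated for 48 or 72 hr prior to CellTiter-Glo ATP luminescence measurement.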
Luciferase inh = Firefly luciferase inhibition profiling of diverse chemical library using quantitative high-throughput screening. Luciferin 4-monooxygenase (Photinus pyralis), P08659. purified P. pyralis luciferase, luminescence, biochemical. Potency, µM (top dose mostly 115 µM), without a hit: at the top dose activity change, negative = inhibition, usual class: inhibitors. 76,000 compounds, 2.5% hits. AID 1347043, 2019; also: potency is read from the fitted curve at half-maximal effect; nearly all actives have a fitted effect of over 65% in size
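Luminescence read by CCD imaging after purified firefly luciferase (10nM final) was added to substrate buffer holding 10uM D-luciferin and 10uM ATP, pH 7.5, pre-dosed with compound.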
* hit, by the source's call; i = inactive; ? = inconclusive; . = no result given; ! = not confirmed by another sample; [ ] = remark or other dose. Unless noted, calls follow the shape of the dose curve; as a rule, active = well fitted curve in the direction sought with a large enough effect; inconclusive = small, poorly fitted or top-dose-only effect, or another doubt; inactive = no such curve, though single readings can be large; an effect the other way counts as inactive or inconclusive. Unless noted, % is scaled to controls: 0 for no effect and ±100 for the full control effect. An excerpt; the hit share may differ from the screen's.

SMILES | SNCA expr inh | GPT2 inhibitor | HEK293 viab | IP6K1 inhibitor | HEK293 tox | 3T3 cytotox | Luciferase inh
COc1ccccc1NC(=O)C1CCCN(c2ncnc3onc(-c4ccc(F)cc4)c23)C1 (stereo not given) | 9.9% | . | -17.6% | -5.6 | . | . | .
COc1ccc(NC(=O)C2CCCN(S(=O)(=O)c3cccc4nonc34)C2)cc1Cl (stereo not given) | 12.3% | . | 1.0% | -15.1 | . | . | .
CCn1cc2nc(SCc3cc(C)ccc3C)n(CCc3ccccc3)c(=O)c2n1 | ? | . | 6.3% | 3.1 | . | . | .
Cc1nc(CN2Cc3nc(-c4ccc5c(c4)OCO5)ccc3OCC2=O)cs1 | -12.8%[87.6 µM] | -17.4%[88.5 µM] | -16.2%[87.6 µM] | -20.4 | ? | ? | -1.7%[172 µM]
CCC(C)NC(=O)Cc1csc2nc(C)c(-c3cc(C)n(-c4ccc(C(C)C)cc4)n3)c(=O)n12 (stereo not given) | 15.6% | 0.3% | -9.0% | 9.7 | -13.3% | -34.3% | -9.1%
Cc1ccc(-c2nc(CNC(=O)C(C)(C)N)[nH]c2-c2ccccn2)cc1 | -7.9% | -12.8% | -1.2% | -12.7 | ? | -2.5% | -5.4%
CC(C)[C@@H]1CN(S(=O)(=O)c2cccc(C#N)c2)C[C@H]1NS(C)(=O)=O | -1.8% | i | 9.9% | -1.0 | -17.5% | ? | -6.5%
Cn1nccc1C(=O)N1CCc2c(n(CCOc3ccccc3)n(-c3ccccc3)c2=O)C1 | ? | 2.6% | 4.7% | -2.0 | ? | ? | -2.9%
Cc1ccc(-n2cc(-c3ccccc3)c3c(NC4CCCC4)ncnc32)cc1 | -2.8% | . | 1.4% | 1.5 | . | . | .
COc1ccccc1NC(=O)N1CC(C(=O)N(C)C)C2(CCOCC2)C1 (stereo not given) | -10.9% | -26.3% | 8.9% | 22.9 | -18.3% | -5.3% | -11.5%
COc1ccc(-c2cc(C(=O)Nc3ccc(Cl)cc3)c3cnn(C)c3n2)cc1 | . | . | . | -11.3 | -3.9% | -19.0% | .
CC[C@H]1CN(C(=O)c2cccnc2)CC[C@H]1CC(=O)N(C)CCC#N | -1.3%[87.6 µM] | -14.5%[88.5 µM] | 6.0%[87.6 µM] | 7.6 | -3.6%[172 µM] | 0.8%[174 µM] | -2.9%[172 µM]
COc1ccccc1OCC(=O)NCCS(=O)(=O)N1CCN(c2ccccc2OC)CC1 | 30.5%[activator] | . | 5.4% | 9.6 | . | . | .
O=C1CCN(CC(O)C(F)(F)F)c2cc3c(cc2CN1Cc1ccco1)OCO3 (stereo not given) | . | . | . | -3.3 | -16.6% | ? | .
CC(C)NC(=O)CCn1c(SCc2c(F)cccc2Cl)nc2c(sc3ccccc32)c1=O | -14.1% | . | 6.5% | 32.6 | . | . | .
O=C(NCc1ccccc1)c1cnc2n1CCN(Cc1c[nH]c3ccccc13)CC2 | -7.8%[87.6 µM] | -8.0%[88.5 µM] | -5.5%[87.6 µM] | -1.9 | ? | ? | -0.8%[172 µM]
Cc1c(CCNC(=O)C(C)(C)C)sc2nc(-c3ccc(F)cc3)nn12 | 93.2%[activator] | . | 0.0% | -10.1 | . | . | .
CC1=C(C(=O)OC2CCCCCC2)C(c2ccc(Cl)cc2Cl)CC(=O)N1 (stereo not given) | 10.9% | . | 0.5% | 22.9 | . | . | .
Cc1nc([C@H]2CCN(Cc3cn(C)c4ccccc34)C[C@H]2NC(=O)C2CC2)n[nH]1 | ? | 0.9% | -2.3%[12.5 µM] | 1.4 | -23.2% | -13.1% | -6.3%
Cn1cccc1C(=O)N1CCCN(Cc2ccncc2)C(c2ccccc2)CC(=O)NCC1 (stereo not given) | -7.4% | 4.1% | -5.4% | 26.6 | 0.5% | -20.1% | 3.4%
COCCn1c(C)cnc1CCNS(=O)(=O)c1cccc(OC)c1 | -18.9% | i | 14.7% | -6.7 | -13.9% | -13.7% | 9.1%
COc1ccc(C(=O)NC2CCCc3c2[nH]c2c(Cl)cccc32)cc1OC (stereo not given) | 9.0% | i | -1.8% | -1.6 | ? | ? | -3.9%
CNCC[C@H](Oc1cccc2ccccc12)c1cccs1 | 12.4% | 9.68µM*! | -12.8% | 7.2 | . | . | .
CC[C@H]1CN(C(=O)c2ccnc(Cl)c2)CC[C@H]1CC(=O)NCc1ccc(OC)cc1 | 32.8%[activator][87.6 µM] | 2.7%[88.5 µM] | -3.0%[87.6 µM] | 4.6 | -0.2%[172 µM] | 4.5%[174 µM] | -0.6%[172 µM]
CN(Cc1cc(-c2cccs2)n[nH]1)C[C@@H]1CCCN2CCCC[C@H]12 | -11.5% | i | -18.3% | 0.3 | -16.5% | 2.5% | 2.9%
COC1CN(c2cccc(F)c2)C12CCN(C(=O)NCCc1ccccc1)CC2 (stereo not given) | 2.0% | 3.7% | 6.7% | -5.1 | 50.1µM* | ? | -11.5%
CN1CCC(C(=O)N2CCC3(CC2)CN(C(=O)Cc2cccc(Cl)c2)CCO3)CC1 | -9.4% | -17.0% | 2.2% | -13.5 | -0.4% | i | .
CCn1cc(-c2ccc(C)cc2)cc1C(=O)NC(C)c1ccccn1 (stereo not given) | -0.3% | i | 1.7% | -11.3 | 39.8µM* | ? | -10.7%
Cc1nnc(CN2CCC3(C2)C(=O)N(C)C(=O)N3C)o1 (stereo not given) | -23.4% | ? | 15.8% | 9.0 | i | 3.8% | .
CCn1c(SCC(=O)Nc2ccccc2)nc2c([nH]c3ccccc32)c1=O | 39.6%[activator] | . | 0.8% | -3.0 | . | . | .
CCOC(=O)C[C@@H]1C[C@@H](C(C)C)[C@H](CNS(=O)(=O)c2ccccc2)C=C1C | ? | -4.6%[88.5 µM] | ? | -4.8 | 63.1µM* | ? | -7.2%[172 µM]
COc1cccc(CC(=O)N2CCCn3nc(C)c(-c4cccnc4N4CCOCC4)c32)c1 | 7.2% | 3.0% | -2.4% | 10.0 | i | ? | -4.5%
CCC(=O)N1CCC(N2C[C@H](O)C[C@H]2C(=O)NC2CCCCC2)CC1 | -13.1% | 3.7% | 0.3% | 2.7 | -8.0% | i | 0.0%
CC(=O)N1CCN(C(=O)C2CCc3nnc(C4CCN([S+](=O)([O-])c5ccccc5Cl)CC4)n32)CC1 (stereo not given) | -10.2% | i | 10.1% | -8.1 | -11.8% | -11.0% | .
COC(=O)N1CCC(N2C(=O)c3c(c(C)nn3-c3ccccc3)C2C)CC1 (stereo not given) | . | . | . | 1.4 | ? | ? | .
O=C(c1ccc(Cl)cc1)N1CCC2(CC1)COc1ccccc1[S+](=O)([O-])N2 | 6.3% | i | 2.3% | 16.8 | -24.5% | -22.5% | .
Cc1ccc(CN2CCC3(CC2)Cc2ccccc2CNC3=O)cc1C | 8.5% | -5.5% | -5.3% | 6.9 | ? | ? | .
COc1ccc(OCC2CN(CC(C)C)[S+](=O)([O-])c3cnccc3O2)cc1 (stereo not given) | -2.1%[25.6 µM] | -5.4%[27.3 µM] | 6.8%[23.9 µM] | 25.0 | ? | -38.2%[46.1 µM] | .
Cc1nc([C@H]2CCN(Cc3ccc(C)c(C)c3)C[C@H]2NC(=O)C2CC2)n[nH]1 | 18.7% | i | 12.0%[12.5 µM] | 5.8 | -23.4% | ? | -5.1%
COc1ccc(NC(=O)CSc2nc(-c3ccccc3)[nH]c2-c2ccccc2)cc1OC | -11.3% | . | ? | -0.6 | . | . | .

The last 6 records of the section above lead into the next.
SMILES | SNCA expr inh | GPT2 inhibitor | HEK293 viab | IP6K1 inhibitor | HEK293 tox | 3T3 cytotox | Luciferase inh
COC(=O)N1CCC(N2C(=O)c3c(c(C)nn3-c3ccccc3)C2C)CC1 (stereo not given) | . | . | . | 1.4 | ? | ? | .
O=C(c1ccc(Cl)cc1)N1CCC2(CC1)COc1ccccc1[S+](=O)([O-])N2 | 6.3% | i | 2.3% | 16.8 | -24.5% | -22.5% | .
Cc1ccc(CN2CCC3(CC2)Cc2ccccc2CNC3=O)cc1C | 8.5% | -5.5% | -5.3% | 6.9 | ? | ? | .
COc1ccc(OCC2CN(CC(C)C)[S+](=O)([O-])c3cnccc3O2)cc1 (stereo not given) | -2.1%[25.6 µM] | -5.4%[27.3 µM] | 6.8%[23.9 µM] | 25.0 | ? | -38.2%[46.1 µM] | .
Cc1nc([C@H]2CCN(Cc3ccc(C)c(C)c3)C[C@H]2NC(=O)C2CC2)n[nH]1 | 18.7% | i | 12.0%[12.5 µM] | 5.8 | -23.4% | ? | -5.1%
COc1ccc(NC(=O)CSc2nc(-c3ccccc3)[nH]c2-c2ccccc2)cc1OC | -11.3% | . | ? | -0.6 | . | . | .
CCn1c(=O)n(-c2ccc(C)c(F)c2)c(=O)c2sc3ccccc3c21 | 18.5% | . | -13.8% | -5.9 | . | . | .
COc1ccc2c(c1)Cc1sc(NC(=O)c3cccc(Cl)c3)nc1-2 | ? | . | 9.6% | 10.9 | . | . | .
CCn1ncc(N2CCC(NC(=O)c3cccs3)CC2)cc1=O | 9.1% | -14.8% | 13.8% | 10.0 | -2.8% | -21.1% | -10.9%
Cc1nn2c(c1-c1ccccc1OCc1ccccc1)N(Cc1nccn1C)CCC2 | ? | i | 0.6%[87.6 µM] | 4.5 | 100µM* | ? | -5.6%[172 µM]
O=C(Cn1nc2c(cc1=O)CCCCC2)Nc1nnc(C2CCCO2)s1 (stereo not given) | -7.0% | -1.5% | 4.5% | 1.2 | -4.7% | i | 6.6%
O=C(Cc1cccc(Cl)c1)N1CC(c2nc(Cc3ccccc3)no2)C1 | 0.0% | i | 5.6% | -1.2 | ? | -19.1% | 8.8%
COc1cncc(-c2cn(C)c(=O)n3cc(CNc4ccccc4)nc23)c1 | -5.2%[87.6 µM] | i | -6.7%[87.6 µM] | -5.3 | ? | ? | -3.1%[172 µM]
CCOC(=O)C1=C(C)NC(=S)NC1c1cccc(O)c1 (stereo not given) | 22.7% | i | -10.7% | . | . | . | .
CCOc1ccc(CN(CCOC)C(=O)C2CCCN(C(N)=O)C2)cc1 (stereo not given) | 0.6% | -8.3% | 3.5% | 10.7 | -14.8% | -3.9% | 1.9%
COc1cc(OC)c(NC(=O)Nc2ccc3c(c2)N(C)C(=O)c2ccccc2S3)cc1Cl | ? | . | -6.8% | -1.4 | . | . | .
CCN(C(=O)CSc1nnc(-c2ccc(Cl)cc2)o1)c1ccccc1 | 15.1% | . | 10.6% | 16.5 | . | . | .
